LDHA inh – inhibitors of human lactate dehydrogenase A; 0.15% of 480,000 active; AID 1347041; activity change, % (values are at about 110 or 230 µM); purified LDHA, NADH/diaphorase-resazurin fluorescence; hits give low values; in the data active means activity change below about -30%; inconclusive means mostly about -25% to -30%;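 further: plate controls were DMSO wells for no effect and wells without enzyme for full effect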
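Resorufin fluorescence (ex540/em590), read at 0 and 20 min after diaphorase/resazurin addition, reports the NADH left after a 5 min room-temperature reaction of 2 nM human LDH5 with 0.06 mM NADH and 0.2 mM pyruvate.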
Numbers without * were called inactive; ? = inconclusive; & = joins results of further samples. The list is partial; rates above refer to the full screens.

LDHA inh | structure
15 | CC(C(=O)Nc1ccc(Cl)cc1)N1CCN(c2ccc([N+](=O)[O-])c3cnccc23)CC1 (configuration not stated)
? | CCCCN(C)c1ccc(/C=N/NC(=S)Nc2ccc(CC)cc2)cc1
2 | CC1(C)CC(=O)C2=C(C1)Nc1[nH]n(-c3ccccc3)c(=O)c1C2c1ccc(O)cc1 (configuration not stated)
8 | O=C(O)CC1(CC(=O)Nc2ccccc2CO)CCCCC1
-10 | Cn1nc(C(C)(C)C)cc1NC(=O)c1cccc(F)c1
4 | CN(CC(=O)Nc1ccccc1Br)C(=O)CCn1c(=O)oc2ccccc21
11 | Cc1cc(=O)n2c3ccccc3nc2n1CC(=O)c1ccccc1
-4 | CC(C)(C)c1cc(NC(=O)Nc2ccc(Cl)c(Cl)c2)no1
0 | COc1cccc(C(=O)N2CCN(c3oc(-c4cccs4)nc3C#N)CC2)c1
1 | COC(=O)C(O)(c1ccc(N(C)C(=O)Nc2ccc(Cl)cc2)cc1)C(F)(F)F (configuration not stated)
5 | CC(C(=O)N(C)CC(=O)Nc1ccccc1C(F)(F)F)N1CCN(Cc2ccccc2)CC1 (configuration not stated)
-2 | COc1cc(C(=O)Nc2cccc(-c3nc4ccccc4o3)c2)cc(OC)c1OC
-1 | CCSc1ccc2cc(C(=O)O)[nH]c2c1
7 | CCc1ccc(-c2nc(C)c(C(=O)N3CCN(Cc4ccc(C#N)cc4)CC3)s2)cc1
-9 | Cc1nnc2sc(-c3ccc(CNC(=O)C(C)(C)Oc4ccc(Cl)cc4)cc3)nn12
-19 | C=CCSc1nc2c(c(=O)[nH]c(=O)n2C)n1CCOC
5 | CCCCCn1nc(C(=O)Oc2ccc(C(=O)CC)cc2)c2ccccc2c1=O
-3 | CCCc1nnc(NC(=O)Cn2ccc3c(Cl)cccc32)s1
1 | CC(C)C(NC(=O)c1cccs1)c1ccc2c(c1)OCCCO2 (configuration not stated)
1 | Cc1ccccc1CNC(=O)COC(=O)c1cc2ccccc2[nH]1
8 | COc1cc(C2c3c(-c4ccccc4)n[nH]c(=O)c3Nc3nnnn32)ccc1O (configuration not stated)
3 | CC1CCCN(CCCNC(=O)CN2C(=O)CCn3nc(-c4cn(C)c5ccccc45)cc32)C1 (configuration not stated)
1 | CCC(CC)c1nnc(NC(=O)c2ccc(Cl)c(S(=O)(=O)N3CCc4ccccc43)c2)s1
-7 | Cc1ccc(SCC(=O)NC(C)(C#N)C2CC2)c(C)c1 (configuration not stated)
12 | CCN(CC)c1ccc(NC(=O)c2ccc3nc[nH]c3c2)cc1

Some of the entries so far, as labelled records:
> CC1(C)CC(=O)C2=C(C1)Nc1[nH]n(-c3ccccc3)c(=O)c1C2c1ccc(O)cc1 (configuration not stated)
  LDHA inh = 2

> O=C(O)CC1(CC(=O)Nc2ccccc2CO)CCCCC1
  LDHA inh = 8

> Cn1nc(C(C)(C)C)cc1NC(=O)c1cccc(F)c1
  LDHA inh = -10

> CN(CC(=O)Nc1ccccc1Br)C(=O)CCn1c(=O)oc2ccccc21
  LDHA inh = 4

Continuation:
LDHA inh | structure
3 | C=CCSc1nc2c(c(=O)n(C)c(=O)n2C)n1Cc1ccccc1Cl
12 | CCN(CC(=O)Nc1ccccc1OC)C(=O)Cc1nc(-c2ccccc2)oc1C
16 | COc1cccc(CNC(=O)c2ncoc2-c2cccs2)c1
1 | Cc1nc2ncnn2c(N2CCOCC2)c1Cc1ccccc1
4 | Cc1ccc(NC(=O)Cn2cc(C#N)c3ccccc32)cc1F
-3 | COc1ccc(C(=O)Nc2nnc(-c3ccco3)o2)cc1OC
0 | C=C(C)Cn1c(SCCCCCC)nc2c1c(=O)[nH]c(=O)n2C
0 | CCOc1ccc(-c2cc(C(=O)NCCc3cccs3)[nH]n2)cc1
-12 | O=C(O)CCCC(=O)N1CCN(c2ccccc2Cl)CC1
3 | Cc1ccc(NC(=O)CSc2ncnc3ccccc23)c(Cl)c1
-9 | CCc1cccc2c(C(=O)COC(=O)c3ccc(C)s3)c[nH]c12
-3 | Cc1oc2cc(OCC(=O)Nc3ccc(O)cc3)ccc2c(=O)c1-c1ccccc1
2 | CC(c1cccs1)N(C)C(=O)Cc1n[nH]c(=O)c2ccccc12 (configuration not stated)
6 | O=C(NCCc1ccccc1)c1cc(-c2ccccc2)nc2ccccc12
2 | COc1ccc2c(-c3ccccc3)cc(SCC(=O)NCC(F)(F)F)nc2c1
1 | CC(=O)NC(Nc1cccc(C(F)(F)F)c1)C(Cl)(Cl)Cl (configuration not stated)
3 | CCCC(CCC)C(=O)Nc1ccccc1
6 | COc1cc(OC)c(OC)cc1CN1CCCC(C(=O)N2CCCCCC2)C1 (configuration not stated)
7 | COc1ccc(S(=O)(=O)Nc2ccccc2CCc2nc3ccccc3n2C)cc1OC
11 | CCCC(C)NC(=O)CN(c1ccccc1)S(=O)(=O)N(C)C (configuration not stated)
-3 | CC(C)C[C@@H](C(=O)NC1CCN(Cc2ccccc2)CC1)N1Cc2ccccc2C1=O
6 | CCCC(NC(=O)COc1cc2occ(-c3nncn3-c3ccccc3)c(=O)c2cc1CC)C(=O)O (configuration not stated)
3 | CCc1nc2ccccc2c(NC(=O)CN(C)C)c1C
-5 | COc1ccccc1NC(=O)C(=O)NCc1ccccc1
14 | CC(=O)c1ccc(C(=O)N(C)C(c2ccccc2)c2ccccc2)s1

The list goes on.
LDHA inh | structure
-2 | O=C(Cc1nnc(CNC(=O)c2ccccc2)s1)Nc1ccc(C(F)(F)F)cc1Cl
-5 | CC(NC(=O)CCc1ncc(-c2ccc(Cl)cc2)o1)c1ccc2c(c1)NC(=O)CO2 (configuration not stated)
10 | CC(=O)c1ccc(OCc2cccc3ccccc23)cc1
2 | Cc1c(C(=O)c2cccc(C(F)(F)F)c2)c2ccccn2c1CCC#N
2 | O=C(Cc1scnc1-c1cccs1)NCc1ccccc1Cl
1 | N#Cc1nc(-c2ccc(F)cc2)oc1NC1CCCCC1
3 | CN1CCN(CC(C#N)C(O)c2ccncc2)CC1 (configuration not stated)
0 | CN(C)C(=O)c1ccc2c(c1)NC(=O)CS2
8 | Cc1ccc(CNC(=O)CN2CCN(c3nccs3)CC2)cc1F
1 | CC(C1CC1)N(CC(F)(F)F)C(=O)CN(C)CC(=O)NCc1ccco1 (configuration not stated)
6 | CC(C)(c1ccccc1)c1ccc(OC(=O)C2CCS(=O)(=O)C2)cc1 (configuration not stated)
-25 | O=C(O)c1ccc(O)c(Cl)c1
-3 | Cc1csc(SCC(=O)c2ccc3c(c2)CCO3)n1
21 | CC(C(=O)Nc1ccc(F)cc1F)N1CCN(c2ccc([N+](=O)[O-])c3cnccc23)CC1 (configuration not stated)
-3 | CC1(C)C(=O)Nc2ccc(S(=O)(=O)Nc3ccccc3)cc21
-3 | CC(=O)N[C@H](C(=O)O)C(C)C
4 | O=C(O)CCCc1c(-c2ccccn2)[nH]c2ccc(Cl)cc12
9 | Cc1ccc2c(c1)cc(C(=O)NCc1cccs1)n2C
-8 | Cc1ccc(C)c(NC(=O)c2nc3ccccc3nc2N2CCOCC2)c1
3 | COc1cc(NC(=O)Cn2ccnc2)cc(OC)c1
-1 | C/C(=N\NC(=S)NCc1ccccc1)C(C)C
4 | Cc1ccsc1/C=C1\Oc2cc(OC(=O)c3ccco3)ccc2C1=O
4 | COc1cc(/C=C(/C#N)c2ccccc2)ccc1OCCOc1ccccc1
-2 | Cc1ccc2c(c1)C(c1ccc(F)cc1)N(C(=O)Cc1cccc3ccccc13)CC(=O)N2 (configuration not stated)
-7&1 | O=C(O)c1cc(-c2ccccn2)nc2ccc(Br)cc12

Following part
LDHA inh | structure
7 | Cc1ccc(CNC(=O)c2nccnc2N)cc1
-7 | O=Cc1ccc(-c2ccc(I)cc2Cl)o1
5 | COc1cc(C(=O)Oc2ccc3c(=O)c(Oc4ccc(C(C)(C)C)cc4)coc3c2)cc(OC)c1OC
9 | CCSc1ncc(Cl)c(C(=O)Nc2ccc(S(=O)(=O)N3CCCCC3C)cc2)n1 (configuration not stated)
10 | Cc1ccc(CN(C(=O)c2cc3ccccc3[nH]2)C(C)C)o1
-3 | Cc1ccc(N2CCN(c3cnn(-c4nc5ccccc5s4)c(=O)c3Cl)CC2C)cc1 (configuration not stated)
15 | O=C(O)CCCOc1ccc2c(c1)CCC(=O)N2
0 | Cc1cccc(N/N=C/c2ccc(F)c(F)c2)c1
-6 | Cc1ccccc1-n1cnnc1SCCC(=O)Nc1cccc(S(=O)(=O)N2CCCC2)c1
-1 | CCCn1c(N2CCN(C(=O)c3cccc(OC)c3)CC2)nc2sc3c(c2c1=O)CCCC3
6 | CCCCCCC1COC(c2ccc(O)cc2)OC1 (configuration not stated)
7 | O=C(Nc1ccccc1C(=O)NCC12CC3CC(CC(C3)C1)C2)c1ccccc1
17 | C=CCNC(=O)c1cc(-c2cccc(C)c2)nc2ccccc12
3 | COc1cccc(OC)c1C(=O)Nc1cccc(-c2nc3ccccc3o2)c1
-1 | CC1CCCCN1S(=O)(=O)NC1CCN(c2ncccn2)CC1 (configuration not stated)
-21 | CC(C)(C)c1[nH]c2c(F)cccc2c1C=O
-10 | COCc1ccc(C(=O)Nc2ccc(NC(C)=O)cc2C(F)(F)F)cc1
10 | CC(C)NC(=O)/C=C/c1ccc(Br)cc1
5 | Cc1ccnc(SCCn2c(N3CCN(CCO)CC3)nc3c2c(=O)n(C)c(=O)n3C)n1
0 | CCOC(=O)C1C(c2ccc(O)c(OCC)c2)NC(=O)NC1(O)C(F)(F)F (configuration not stated)
6 | O=C(NC(c1ccccc1)C1CC1)c1cc(Cl)nc(Cl)c1 (configuration not stated)
23 | COc1cc(OC)c(C(=O)Nc2nc(C)c(C(=O)N(C)C)s2)cc1OC
0 | COc1ccc(/C=C(\C#N)C(=O)C(C)(C)C)cc1OCc1cccc(C(F)(F)F)c1
-6 | COc1ccc2[nH]cc(C(C(=O)O)N3CCCCCC3)c2c1 (configuration not stated)
8 | CC(C)OC(=O)C1=C(N)OC2=C(C(=O)CC(C)(C)C2)C1c1ccc(Cl)cc1 (configuration not stated)

Additional structures.
LDHA inh | structure
? | CC(=O)c1cccc(NC(=O)c2cccc[n+]2[O-])c1
? | CCC1CCCCN1C(=O)/C=C/c1ccc(Br)cc1 (configuration not stated)
4 | CCc1ccc2oc(-c3ccc(CN)cc3)nc2c1
-1 | O=C(COC(=O)c1ccccc1Br)Nc1nc(-c2ccccc2)cs1
-3 | Cc1ccc(-c2ocnc2C(=O)Nc2ccccc2C)s1
8 | CSc1ccccc1NC(=O)CN(C)C(=O)Cn1[nH]c(=O)c2ccccc2c1=O
-23 | CCOC(=O)C1C(=O)C=C(/C=C/c2ccco2)CC1c1ccccc1 (configuration not stated)
0 | CCC(C)NC(=O)CSc1ncnc2c1cnn2-c1ccccc1 (configuration not stated)
2 | CC(C(=O)N1CCNC1=O)N(C)Cc1ccc(Cl)cc1 (configuration not stated)
0 | N#Cc1c(NC(=O)c2cc(=O)c3ccccc3o2)sc2c1CCCC2
-10 | Cc1ccc(C(=O)CCN2CCCCCC2)cc1
-1 | O=C(c1ccc2c(c1)OCO2)N(Cc1ccco1)C1(C(=O)NC2CCCC2)CCCCC1
-7 | O=C(Cc1n[nH]c(=O)c2ccccc12)NCc1ccc(OC(F)F)cc1
6 | c1ccc(-c2sc(-c3ccccc3)c(-c3ccccc3)c2-c2ccccc2)cc1
16 | COC(=O)C1=C(C)N(CC(C)C)C(=O)NC1c1ccc(Br)s1 (configuration not stated)
-4 | COc1ccc(NC(=O)Cn2nc(N3CCCCC3)c3ccccc3c2=O)cc1
4 | O=C(NC(c1ccccc1)c1ccccc1)c1cc2ccccc2[nH]1
-7 | COc1ccc(Nc2ccc3nnc(-c4ccccc4Cl)n3n2)cc1
-12 | CCCNc1c(NC(=O)Cc2ccccc2)c(=O)oc2ccccc12
31 | Cc1nc2c(cc(O)c3ccsc32)s1
3 | COc1cccc(-c2nc(SCC(=O)Nc3nccs3)c(-c3ccc(Cl)cc3)[nH]2)c1
-2 | CCOC(=O)C(N)c1ccc(OC(C)C)cc1 (configuration not stated)
9 | COc1ccc(C)cc1Nc1nc2ccccc2nc1NS(=O)(=O)c1ccc(Cl)cc1
0 | CCOC(=O)c1sc(Nc2ccc(C(C)=O)cc2)nc1C(F)(F)F
-2 | NC(=S)N/N=C/C1=C(c2ccccc2)C2C=CC1C2 (configuration not stated)
4 | CC(NC(=O)c1[nH]c2ccc(Cl)cc2c1Cl)C(N)=O (configuration not stated)
4 | O=C(CSc1cccs1)NCC1CC1

Quoted at random: five entries already listed.
LDHA inh | structure
8 | CSc1ccccc1NC(=O)CN(C)C(=O)Cn1[nH]c(=O)c2ccccc2c1=O
-1 | O=C(COC(=O)c1ccccc1Br)Nc1nc(-c2ccccc2)cs1
-3 | Cc1ccc(-c2ocnc2C(=O)Nc2ccccc2C)s1
-2 | NC(=S)N/N=C/C1=C(c2ccccc2)C2C=CC1C2 (configuration not stated)
-7 | COc1ccc(Nc2ccc3nnc(-c4ccccc4Cl)n3n2)cc1

Gathered by group: those above containing a nitro group on carbon
LDHA inh | structure
15 | CC(C(=O)Nc1ccc(Cl)cc1)N1CCN(c2ccc([N+](=O)[O-])c3cnccc23)CC1 (configuration not stated)
21 | CC(C(=O)Nc1ccc(F)cc1F)N1CCN(c2ccc([N+](=O)[O-])c3cnccc23)CC1 (configuration not stated)

Some of the entries so far, tab-delimited.
SMILES	LDHA inh
O=C(c1ccc2c(c1)OCO2)N(Cc1ccco1)C1(C(=O)NC2CCCC2)CCCCC1	-1
O=C(Cc1n[nH]c(=O)c2ccccc12)NCc1ccc(OC(F)F)cc1	-7
c1ccc(-c2sc(-c3ccccc3)c(-c3ccccc3)c2-c2ccccc2)cc1	6

High-throughput results (PubChem)
